DAGLB inh: blocks human DAGLB lipase activity; Q8NCG7; HEK293T DAGLB membrane lysate, EnzChek fluorogenic substrate; inhibition, % at 5.17 µM; 340,000 tested, 0.059% active; AID 504411; in the data active = inhibition above about 34%;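 also: 0% = enzyme with vehicle and 100% = wells lacking enzyme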
Target sequence (Q8NCG7 whole entry, looked up): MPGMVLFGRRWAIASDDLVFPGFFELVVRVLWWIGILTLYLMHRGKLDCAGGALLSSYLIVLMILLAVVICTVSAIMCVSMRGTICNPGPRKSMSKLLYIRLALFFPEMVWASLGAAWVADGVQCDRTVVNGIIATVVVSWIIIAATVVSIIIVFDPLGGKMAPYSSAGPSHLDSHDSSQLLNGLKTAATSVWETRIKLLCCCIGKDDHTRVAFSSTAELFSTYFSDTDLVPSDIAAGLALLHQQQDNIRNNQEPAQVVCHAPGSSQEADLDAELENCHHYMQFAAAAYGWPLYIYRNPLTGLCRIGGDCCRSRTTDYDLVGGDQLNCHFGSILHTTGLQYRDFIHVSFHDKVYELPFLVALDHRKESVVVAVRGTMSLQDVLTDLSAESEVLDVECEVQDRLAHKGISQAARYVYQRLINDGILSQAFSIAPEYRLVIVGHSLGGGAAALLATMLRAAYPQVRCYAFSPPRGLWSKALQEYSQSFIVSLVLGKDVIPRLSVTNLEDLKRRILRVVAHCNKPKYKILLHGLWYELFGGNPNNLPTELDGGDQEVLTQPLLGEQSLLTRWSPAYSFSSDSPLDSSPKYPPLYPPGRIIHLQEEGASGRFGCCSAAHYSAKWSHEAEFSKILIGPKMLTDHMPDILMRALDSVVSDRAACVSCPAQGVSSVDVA
PKA-R1A act: activators of PKA-R1A complex | P00514+P68181 | PKA-R1A dissociation, Cy5-IP20 fluorescence polarization; scaled: DMSO 0%, 113 µM cGMP 100% | activation, % at 11.4 µM | 340,000 tested, 0.083% active;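 active = percent activation above the mean of all tested compounds plus 3 SD, cut at about 19% in these data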;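 also: higher means more PKAc released from R1A so a rise in polarization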
PKA-R2B act: activates the human PKA-R2B holoenzyme complex; P22694+P31323; 340,000 tested, 0.079% active; PKA-R2B holoenzyme dissociation, Cy5-IP20 fluorescence polarization; R2B truncated from residue 108, S112A mutant; 0% DMSO only, 100% 113 µM cGMP; activation, % at 11.4 µM; AID 504700;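 active = activation above a cutoff set at the mean over all compounds plus 3 SD, cut at about 18% in these data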;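 also: higher means more holoenzyme dissociation and a rise in polarization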
phage Ecoli inh: E. coli growth loss with phage present; growth absorbance; inhibition, % at 11.9 µM; 360,000 tested, 0.26% active; AID 651602; in the data active = inhibition above about 11%
CDK5 inh: CDK5/p35 (human) kinase inhibition | inhibition, % at 10 µM | Q00535+Q15078 | Recombinant CDK5/p35, ADP-Glo luminescence, 60 min | 330,000 tested, 0.01% active;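 active = highest replicate inhibition of at least 50% and at least 75% of replicates reaching 50%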;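 also: plate controls were DMSO neutral control for no effect and GW8510 at 10 µM for full effect; many of its hits are not listed in these tables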
AddAB inh: less growth of phage-infected E. coli with AddAB. E. coli expressing H. pylori AddAB, absorbance growth. inhibition, % at 11.9 µM. 330,000 tested, 0.29% active. AID 435030; in the data active = inhibition above about 12%;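 also: 0% = vehicle wells of infected cells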
HTR5A inv ag: counter-screen for OPRM1-OPRD1 inverse agonists: human HTR5A inverse agonism; 340,000 tested, 0.083% active; HTR5A cell line, luminescence; inhibition, % at 9.3 µM; in the data active = inhibition mostly above about 23%, no sharp cut-off; inactive = mostly below about 18%;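 also: 0% = cells with DMSO and 100% = no-cell wells with DMSO; some compounds called inactive have numbers as strong as hits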
Target sequence (P47898 whole entry, looked up): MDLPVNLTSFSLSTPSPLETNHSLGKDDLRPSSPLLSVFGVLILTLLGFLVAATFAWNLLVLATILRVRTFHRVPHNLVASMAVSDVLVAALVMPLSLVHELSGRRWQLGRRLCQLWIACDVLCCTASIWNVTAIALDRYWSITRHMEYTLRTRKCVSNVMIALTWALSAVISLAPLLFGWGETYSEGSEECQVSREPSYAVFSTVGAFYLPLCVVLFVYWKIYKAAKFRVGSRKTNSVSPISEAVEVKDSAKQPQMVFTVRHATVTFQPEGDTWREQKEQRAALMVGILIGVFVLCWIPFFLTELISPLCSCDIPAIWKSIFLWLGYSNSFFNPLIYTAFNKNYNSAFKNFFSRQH
HTR5A ag ctr: activates human HTR5A in OPRM1-OPRD1 agonist counter-screen; activation, % at 9.3 µM; AID 504692; HTR5A agonist assay, luminescence, cell-based; 340,000 tested, 0.61% active; in the data active = activation mostly above about 9.5%, no sharp cut-off; inactive = mostly below about 7.6%;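 also: 0% = cells with vehicle only and 100% = reference agonist; strong numbers were not always called active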
Mot1-301 SUMO: inhibitors of SUMOylation pathway: yeast Mot1-301 growth rescue; growth rescue, % at 18.8 µM; AID 2716; S. cerevisiae Mot1-301 growth rescue, ATP luminescence, 38.5C; percent above DMSO median, 100 means doubled; 320,000 tested, 1% active;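 active = every valid replicate shows activation above 250% relative to neutral control wells; inactive = the rest, any valid replicate at or below 250%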;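 also: OY570 slx delta 5 strain wells were the positive control but not used for scaling; some compounds called inactive have numbers as strong as hits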
Tat transport: blocks Tat-dependent protein export in E. coli; E. coli MC4100 TorA-mCherry Tat export, fluorescence; inhibition, % at 10 µM; 340,000 tested, 0.036% active; AID 488895;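 active = mean replicate inhibition at least 50% and at least half of replicates individually reaching 50%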;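 also: exported cargo escapes ClpAP degradation while cytoplasmic cargo is degraded and loses fluorescence; 0% = median of neutral control wells and 100% = median of NaSCN control wells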
E coli growth: reduces bacterial viability in AddAB counter-screen | 330,000 tested, 0.27% active | inhibition, % at 11.9 µM | E. coli V3065 growth, OD600 absorbance, 18 h;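 active = inhibition above the campaign's mean inhibition across all tested compounds plus 3 SD, cut at about 9.9% in these data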;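 also: uninfected addAB+ strain grown without phage in ampicillin broth; 0% = DMSO wells and 100% = ciprofloxacin 0.95 µg/ml wells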
An asterisk follows results filed as active; x = no result given.

SMILES	DAGLB inh	PKA-R1A act	PKA-R2B act	phage Ecoli inh	CDK5 inh	AddAB inh	HTR5A inv ag	HTR5A ag ctr	Mot1-301 SUMO	Tat transport	E coli growth
COc1ccc(NC2SC(=O)N(CC(=O)O)C2=O)cc1 (stereo unspecified)	-2	-5	-3	2.5	-0.5	3.1	-2	3	x	-3	-0.8
N#C[C@@H]1N(Cc2ccccc2)C(=O)[C@H]2CC3C=CC21O3 (stereo partly specified)	0	-5	-8	3.2	1.3	-0.3	-16	6	-12	-4	-2.2
Cc1cc(NCCO)nc(-n2nc(C)cc2C)n1	1	22*	8	-1.2	0.6	-0.8	0	0	10	1	-3.2
COc1ccc(C(=O)NNC(=O)C(=O)Nc2ccc(C)c(Cl)c2)cc1	12	1	-18	-3.0	-0.4	-1.1	9	10	3	9	-6.5
CCOc1ccc(NC(=O)COc2coc(CN3CCc4ccccc4C3)cc2=O)cc1	4	-16	0	1.0	-0.3	1.5	3	7	x	3	3.3
O=C(C[n+]1cccc(CNC(=O)c2ccc(OC(F)F)cc2)c1)c1ccccc1	0	-7	-6	4.2	-2.0	4.0	2	-1	-7	5	-1.3
O=C(O)c1cccc(C(=O)O)c1Br	-3	7	-9	-0.6	1.3	-1.3	-19	8	-15	-5	-1.3
Cc1ccc(OCC(=O)Oc2ccccc2[N+](=O)[O-])cc1	-5	-9	1	-3.4	3.9	1.3	-6	6	330*	7	-2.0
O=C(COC(=O)c1cccc(S(=O)(=O)N2CCOCC2)c1)Nc1ncc(Cl)cc1Cl	3	-1	1	0.7	-3.4	-0.9	23	-3	7	2	0.0
[O-]c1n[n+](-c2ccc(Cl)cc2)cc2ccccc12	7	1	2	1.9	0.0	1.9	4	-1	14	0	1.4
CCOc1ccc(N(CC(=O)Nc2cccc(C)c2)S(C)(=O)=O)cc1	-1	6	-8	2.2	-0.6	2.7	-24	-4	-7	-3	3.1
O=C(Cc1nc2ccccc2[nH]1)c1ccc([N+](=O)[O-])cc1	11	-2	-7	5.3	-0.6	1.4	11	-4	-5	2	0.5
CC(C)NC(=O)NC(=O)COC(=O)c1ccc([N+](=O)[O-])cc1Cl	0	-4	-5	5.5	-5.3	3.4	-27	7	-11	-6	-1.2
COc1ccc(C(=O)Nc2nc(C)c(C)s2)cc1OC	0	-3	5	2.0	0.7	3.2	0	0	-3	-1	2.7
CCC(=O)c1ccc(N2CCN(S(=O)(=O)c3ccccc3)CC2)c(F)c1	-1	-6	-13	3.1	-6.6	3.4	4	-1	-3	0	4.4
CCOc1ccc(C(=O)NCC(=O)OCc2cc(C(C)=O)ccc2OC)cc1	-1	-15	-12	2.2	-0.6	5.5	18	2	-10	-10	0.4
COC(=O)C1=C(C)NC(=O)NC1c1ccc(N2CCC(c3ccccc3)=N2)cc1 (stereo unspecified)	6	-4	-2	3.7	0.1	2.7	-4	4	0	-3	-3.5
O=C(Nc1ccc(S(=O)(=O)N2CCCCC2)cc1)C1CCN(C(=O)c2ccc(F)cc2)CC1	-4	-6	-12	3.0	0.9	2.1	5	-2	6	5	1.2
Cc1ccc(C(=O)OCC(=O)c2c[nH]c3ccccc23)cc1	-5	-3	3	3.0	-2.3	-1.1	-4	7	6	-4	-1.2
COc1ccc(OC)c(NC(=O)CSc2ccc(-c3cccnc3)nn2)c1	0	-6	3	3.8	0.0	0.4	2	-1	-5	-1	-0.8
O=C(c1ccco1)N1CCN(Cc2cccc(C(F)(F)F)c2)CC1	0	-1	-4	1.6	1.0	-0.6	-13	5	9	1	-1.9
COc1ccc(NC(=O)C(=O)NCC2CCCN2S(=O)(=O)c2ccc(C)cc2)cc1 (stereo unspecified)	3	-2	-3	3.2	-1.1	3.9	-19	8	x	4	2.6
Cc1cccc(Oc2nc3ccccn3c(=O)c2/C=C(\C#N)C(=O)NC2CCS(=O)(=O)C2)c1C (stereo unspecified)	0	-2	-7	2.9	11	3.4	-15	-1	-4	2	-0.4
N#CCc1ccc(OC(=O)c2cccnc2)cc1	-5	5	-4	2.1	0.0	3.4	31	9	9	-5	3.2
CCN(C(=O)c1ccc(S(=O)(=O)N2CCOCC2)cc1)C1CCS(=O)(=O)C1 (stereo unspecified)	2	0	-10	0.5	1.3	x	-39	14	x	-9	x
CC(C)CC(=O)Nc1nc2ccc(S(C)(=O)=O)cc2s1	-1	-9	1	3.0	1.6	1.1	14	-6	-10	-4	-0.7
CCCn1c(N)c(C(=O)CSc2nnc(Cc3ccccc3)o2)c(=O)n(C)c1=O	1	1	3	1.6	-0.1	0.2	5	5	-20	-5	2.4
CCn1ccnc1CN1CCC(CO)(CCOc2ccccc2)CC1	-4	-5	-4	1.7	-1.9	0.7	-4	2	-15	-2	0.7
CCOc1ccc(N(CC(=O)OC)S(=O)(=O)c2c(C)noc2C)cc1	-6	-2	-7	2.9	0.2	2.6	6	-2	66	1	-1.1
O=C(c1cnccn1)N1CCN(c2ccccc2)CC1	2	-7	5	0.5	0.4	-1.0	12	-2	-13	-10	-2.7
COC1CC(C)NC(=S)N1 (stereo unspecified)	1	-3	1	1.2	1.3	0.4	4	-2	11	-3	-1.5
O=C(N/N=C/c1ccc2c(c1)OCO2)C1COc2ccccc2O1 (stereo unspecified)	2	-2	-3	1.2	-2.9	2.1	-4	3	8	-4	3.4
CC(=O)OC(C)(C)C#CCN1CCCC1	4	-2	4	1.4	0.3	-1.9	-8	3	1	-6	-3.7
O=C(CCC1CCCN(c2ncccn2)C1)NCc1ccc(F)c(F)c1 (stereo unspecified)	0	-3	7	0.6	-1.9	3.5	5	-2	-15	-8	0.6
O=c1[nH]c(CSc2ncc(-c3ccc(F)cc3)n2Cc2ccco2)nc2ccccc12	2	-9	-7	3.1	-0.6	-2.9	10	3	-4	14	1.7
NC(=O)NC(=O)COC(=O)/C=C/c1cccc(Br)c1	-2	11	15	3.3	-1.4	2.8	5	-2	499	-6	-1.8
NCCc1nnc(SCc2ccccc2)o1	3	-11	1	3.7	-1.5	1.9	4	-2	1	5	0.9
CC(=O)NCCOc1c(C)cc(S(N)(=O)=O)cc1C	0	-12	-10	-0.1	-0.4	1.9	15	5	-2	-6	1.5
Cc1ccc(CNc2ccc3c(c2)ncn3C)cc1	2	6	-11	0.8	-0.8	0.3	4	0	-31	-9	2.0
O=C(Nc1cc(S(=O)(=O)N2CCOCC2)ccc1O)c1ccco1	1	-2	-11	2.7	0.0	1.4	-10	-5	-1	0	-1.9
COc1ccccc1N1CCN(C(=O)c2cc(-c3ccc(Br)cc3)on2)CC1	-1	-10	-14	3.8	1.0	-2.3	7	-2	-3	-5	-1.1
C#CCN1C(=O)S/C(=C/c2cc(C)n(CC)c2C)C1=O	-16	5	-7	2.9	0.7	3.7	4	-1	-7	-3	-1.1
CC(=O)c1cccc(NC(=S)Nc2cccc3ccccc23)c1	1	2	-3	1.7	2.8	0.1	-5	3	-7	-11	0.2
CCN(C(=O)COC(=O)c1cc([N+](=O)[O-])ccc1N1CCCCC1)C1CCS(=O)(=O)C1 (stereo unspecified)	0	-9	-3	3.7	1.4	4.1	6	-2	-13	-2	0.3
Cc1ccc(NC(=O)CCNS(=O)(=O)c2ccc(Br)cc2)cc1S(=O)(=O)N1CCOCC1	-1	5	3	-0.1	0.5	1.2	21	-9	-3	2	-0.6
CCN(Cc1ccccc1)S(=O)(=O)c1ccc(F)cc1	-5	1	7	4.7	6.2	-0.7	5	-1	-8	-6	2.7
CCOc1ccc(N(CC)C(=O)CCNC(=O)Cn2ccc3ccccc3c2=O)cc1	3	0	-2	0.1	-0.3	2.2	-5	-1	-5	10	-1.4
COCCCN(C(=O)CCOc1ccc(C)cc1)c1c(N)n(Cc2ccccc2)c(=O)[nH]c1=O	0	6	12	1.3	-0.4	6.6	-10	4	3	-10	0.2
O=C(CC1OC(=O)c2ccccc21)Nc1cc(Cl)ccc1N1CCOCC1 (stereo unspecified)	-2	3	3	2.0	-0.4	0.5	-12	-3	-9	-7	-1.3

Already shown: 7 of the compounds above.
SMILES	DAGLB inh	PKA-R1A act	PKA-R2B act	phage Ecoli inh	CDK5 inh	AddAB inh	HTR5A inv ag	HTR5A ag ctr	Mot1-301 SUMO	Tat transport	E coli growth
CC(=O)c1cccc(NC(=S)Nc2cccc3ccccc23)c1	1	2	-3	1.7	2.8	0.1	-5	3	-7	-11	0.2
CCN(C(=O)COC(=O)c1cc([N+](=O)[O-])ccc1N1CCCCC1)C1CCS(=O)(=O)C1 (stereo unspecified)	0	-9	-3	3.7	1.4	4.1	6	-2	-13	-2	0.3
Cc1ccc(NC(=O)CCNS(=O)(=O)c2ccc(Br)cc2)cc1S(=O)(=O)N1CCOCC1	-1	5	3	-0.1	0.5	1.2	21	-9	-3	2	-0.6
CCN(Cc1ccccc1)S(=O)(=O)c1ccc(F)cc1	-5	1	7	4.7	6.2	-0.7	5	-1	-8	-6	2.7
CCOc1ccc(N(CC)C(=O)CCNC(=O)Cn2ccc3ccccc3c2=O)cc1	3	0	-2	0.1	-0.3	2.2	-5	-1	-5	10	-1.4
COCCCN(C(=O)CCOc1ccc(C)cc1)c1c(N)n(Cc2ccccc2)c(=O)[nH]c1=O	0	6	12	1.3	-0.4	6.6	-10	4	3	-10	0.2
O=C(CC1OC(=O)c2ccccc21)Nc1cc(Cl)ccc1N1CCOCC1 (stereo unspecified)	-2	3	3	2.0	-0.4	0.5	-12	-3	-9	-7	-1.3

Two entries from above, field by field:
CCN(Cc1ccccc1)S(=O)(=O)c1ccc(F)cc1
  DAGLB inh: -5
  PKA-R1A act: 1
  PKA-R2B act: 7
  phage Ecoli inh: 4.7
  CDK5 inh: 6.2
  AddAB inh: -0.7
  HTR5A inv ag: 5
  HTR5A ag ctr: -1
  Mot1-301 SUMO: -8
  Tat transport: -6
  E coli growth: 2.7

CCOc1ccc(N(CC)C(=O)CCNC(=O)Cn2ccc3ccccc3c2=O)cc1
  DAGLB inh: 3
  PKA-R1A act: 0
  PKA-R2B act: -2
  phage Ecoli inh: 0.1
  CDK5 inh: -0.3
  AddAB inh: 2.2
  HTR5A inv ag: -5
  HTR5A ag ctr: -1
  Mot1-301 SUMO: -5
  Tat transport: 10
  E coli growth: -1.4

Rows are unselected (roughly 2.3% active in at least one column).
